RXFP1 antag – RXFP1 (human) relaxin receptor antagonism; HEK293-RXFP1, relaxin-stimulated cAMP HTRF, 30 min; hits give low values; AID 1259400; activity change, negative = inhibition, % at 57.5 µM; hit rate 0.59% among 350,000;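 active = activity change of -60% or lower, but not beyond a set lower limit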
Target sequence (Q9HBX9 whole entry, looked up): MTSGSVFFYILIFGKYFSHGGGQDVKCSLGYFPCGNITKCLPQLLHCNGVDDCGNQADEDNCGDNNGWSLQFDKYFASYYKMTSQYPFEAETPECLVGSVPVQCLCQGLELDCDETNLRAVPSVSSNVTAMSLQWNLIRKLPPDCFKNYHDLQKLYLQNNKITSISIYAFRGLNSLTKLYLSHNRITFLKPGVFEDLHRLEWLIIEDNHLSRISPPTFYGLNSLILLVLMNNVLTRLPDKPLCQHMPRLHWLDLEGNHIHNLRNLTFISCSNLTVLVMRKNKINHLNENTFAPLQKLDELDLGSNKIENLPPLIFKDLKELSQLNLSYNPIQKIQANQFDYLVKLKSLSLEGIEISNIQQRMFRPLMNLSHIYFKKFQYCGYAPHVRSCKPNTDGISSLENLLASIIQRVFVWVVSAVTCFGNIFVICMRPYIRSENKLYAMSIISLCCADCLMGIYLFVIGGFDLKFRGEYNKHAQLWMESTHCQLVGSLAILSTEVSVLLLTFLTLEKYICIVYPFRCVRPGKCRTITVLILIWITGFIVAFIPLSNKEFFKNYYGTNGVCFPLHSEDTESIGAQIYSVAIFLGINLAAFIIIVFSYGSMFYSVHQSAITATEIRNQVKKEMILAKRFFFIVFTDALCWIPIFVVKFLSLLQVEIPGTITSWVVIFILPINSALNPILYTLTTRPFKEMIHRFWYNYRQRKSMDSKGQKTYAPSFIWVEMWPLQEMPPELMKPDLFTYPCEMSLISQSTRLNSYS
* hit, by the source's call. % is set by controls: 0 for no effect and ±100 for the full control effect. The list is partial; count on the stated rates, not on these rows.

compound | RXFP1 antag
Nc1cc2c(cc1Cl)-c1ccc([N+](=O)[O-])cc1C2=NO | -4.3
C#CCOCC1CN(C)C(=O)O1 (centres undefined) | -0.4
CC(=O)OC1C=CCC2C(=O)c3cccc(O)c3C(O)C12 (centres undefined) | -5.5
Cc1nc(N2CCCCC2)[nH]c(=O)c1CN(C)N=O | 2.4
C=CCN(CC(=O)NC1CC1)S(=O)(=O)c1cccc(C(F)(F)F)c1 | 19.2
Cc1cc(C)c(C)c(S(=O)(=O)N2CCC(C(=O)NCc3cccs3)CC2)c1C | -1.1
CC(C)(C)c1ccc(-c2nnc(SCC(=O)NCC3CCCO3)n2N)cc1 (centres undefined) | -6.0
CC12CCC3c4ccccc4CCC3(CO1)C2 (centres undefined) | 9.8
CN(CC(=O)NCCCN1CCOCC1)S(=O)(=O)c1ccc(Cl)cc1 | 2.7
O=c1cc(SCc2ccc(Cl)cc2Cl)nc[nH]1 | 3.4
COc1ccc(CCN(C)CCCN2CCc3cc(OC)c(OC)cc3CC2=O)cc1OC | 16.6
CC(=O)c1ccccc1NC(=O)CSc1n[nH]c(=O)n1C1CC1 | 8.5
Cn1ncc([N+](=O)[O-])c1C(=O)Nc1ccccc1C#N | -1.7
CNC(=S)NNC(=O)c1cccn(Cc2ccc(Cl)c(Cl)c2)c1=O | 31.9
Cc1ccc(S(=O)(=O)NC(C)C(=O)NCc2ccc(Cl)cc2)cc1 (centres undefined) | -5.0
CC(=O)N1CCC(C(=O)N2CCN(S(=O)(=O)c3ccc(Cl)s3)CC2)CC1 | -7.0
C/C(O)=C\c1nc2ccccc2oc1=O | 10.8
COc1ccc(S(=O)(=O)N2CCN(CC(=O)NC(Cc3ccccc3)C(C)=O)CC2)cc1 (centres undefined) | 2.3
Cc1c(Cl)cccc1NC(=S)NC(=O)c1ccccc1 | -7.8
CCOc1ccccc1C=NNC(=O)CCCCC(=O)NN=Cc1ccccc1OCC | -4.8
CC1=C(C(=O)N(C)C)CC(CC(=O)NCC2CCCCC2)C(=O)N1CCCN1CCCC1=O (centres undefined) | 3.5
CCCCCCCC1=NN(c2ccc(S(=O)(=O)O)cc2)C(=O)C1N=O (centres undefined) | 12.2
C[C@H](CO)N1C[C@H](C)[C@@H](CN(C)C(=O)c2ccc3ccn(C)c3c2)OCc2cnnn2CCCC1=O | -8.7
O=C(CSc1ncnc2c1oc1ccccc12)N1CCN(c2ccccc2)CC1 | 2.4
COC(=O)c1c(C(=O)OC)c2c(-c3ccccc3)cc3cccc1n32 | 1.0
N#CCc1c[nH]c2ccc([N+](=O)[O-])cc12 | -2.3
c1ccc(Oc2ncnc3ccccc23)cc1 | 5.3
CCOc1ccc(S(=O)(=O)N2CCOCC2)cc1NC(=O)CSCC(=O)Nc1ccc(OC)cc1 | 5.9
COCCCn1c(=N)c(C(N)=S)cc2c(=O)n3cccc(C)c3nc21 | 4.3
c1ccc(-c2cnc(C3CCCCC3)o2)cc1 | -12.2
C[C@H](O)CNC(=O)c1[nH]cnc1C(=O)Nc1cccc(Cl)c1 | 10.7
Oc1cccc(CCc2ccccn2)c1 | -1.2
CCN(CC)S(=O)(=O)c1ccc(C(=O)Nc2cc(S(=O)(=O)N3CCOCC3)ccc2O)cc1 | -3.6
CCN(CC)Cc1cc(Nc2c3ccccc3nc3c4ccccc4n(C)c23)cc(CN(CC)CC)c1O | -29.8
CC(C)C1C(=O)N(Cc2cn(Cc3ccco3)nn2)CCS(=O)(=O)N1Cc1ccc(-c2cccc(N(C)C)c2)cc1 (centres undefined) | -2.9
Cc1ccc(C(=O)NNCC(=O)Nc2ccc(Cl)cc2F)cc1 | 5.2
Oc1c(Br)cc(Br)cc1C=Nc1cccc2ncccc12 | -37.1
COc1cccc(CN(C)C(=O)c2cccc(S(=O)(=O)N3CCN(c4ccccc4)CC3)c2)c1OC | 7.8
C[C@@H](C(=O)Nc1nccs1)N1C(=O)C2CC=CCC2C1=O (some centres undefined) | -2.6
Nc1cc(=O)[nH]c(SCC(=O)Nc2cccc(S(=O)(=O)N3CCCCCC3)c2)n1 | 1.0
COC(=O)C1=C/CCCN(C(c2ccccc2)c2ccccc2)/C=C\1C(=O)OC | -7.4
O/N=C(\Cn1ccnc1)c1ccccc1 | -0.2
COc1ccccc1NC(=O)COC(=O)/C=C/c1cccs1 | -3.3
O=C(O)CCC(=O)OC[C@@H](NC(=O)C(Cl)Cl)[C@H](O)c1ccc([N+](=O)[O-])cc1 | 7.9
Cc1cccc(-n2c(Cc3cc(=O)[nH]c(=O)[nH]3)nnc2SCC(=O)NCc2ccco2)c1 | 2.2
Clc1ccc(Cc2nc(-c3cccnc3)no2)cc1 | 6.4
CCCCSc1nc(N)nc2c1ncn2C1OC(CO)C(O)C1O (centres undefined) | -1.8
CC(=O)c1cccc(NC(=O)COC(=O)CCNS(=O)(=O)c2ccccc2)c1 | -2.3
C=C(C)[C@H]1CC=C(C)/C(=N/NC(=O)CNc2ccccc2OC)C1 | 4.9
Cc1nc(Nc2ncc3c(n2)CC(C)(C)CC3=O)nc2ccccc12 | 22.5
COCCCN(C(=O)CSc1nc2ccccc2c(=O)n1C)c1c(N)n(Cc2ccccc2)c(=O)[nH]c1=O | -4.1
O=C(c1ccco1)N1CCN(C(=O)c2ccc(-c3ccc([N+](=O)[O-])cc3)o2)CC1 | -32.3
Cc1cccc(C)c1NC(=O)CNC(=O)c1ccc2c(c1)NC(=O)CS2 | -8.6
C=CCn1c(SC(C)C(=O)NCC2CCCO2)nnc1-c1ccc(OC)cc1 (centres undefined) | -1.2
Cc1ccc(S(=O)(=O)NCC(=O)OCC(=O)N(CCC#N)c2ccccc2)cc1 | -13.3
O=C(NC(=S)NCc1ccccc1Cl)c1cccs1 | -19.9
O=C(Cc1c(F)cccc1Cl)OCC(=O)N1CCN(c2ccccc2)CC1 | 2.7
C[C@@H]1CN([C@@H](C)CO)C(=O)c2cc(Br)cnc2O[C@H]1CN(C)C(=O)Cc1ccccn1 | 13.2
CCCN1CCN(C(=O)c2ccc3[nH]c(C)c(C)c3c2)CC1 | 3.6
CCN(CC)C(=O)C1=C(C)N(CCCN2CCCC2=O)C(=O)C(CC(=O)NCc2ccco2)C1 (centres undefined) | 2.6

Next section.
compound | RXFP1 antag
O=C1NC(=O)C(Cc2ccccc2)(c2ccccc2)N1 (centres undefined) | -2.9
Cc1nc(C)c(C(=O)OCC(=O)Nc2ccc(C)c(C)c2)s1 | 4.5
C[C@H]1CN(Cc2ccccc2)C(=O)[C@@H]1CC(=O)Nc1ccccc1 | -15.5
CCCn1c(=S)[nH]c2cc(C(=O)NCc3ccccc3OC)ccc2c1=O | -12.4
CCC(=NNS(=O)(=O)c1ccc(C)cc1)c1ccccc1 | -2.4
CN1OC[C@@H]2CN[C@H](c3ccc(-c4ccccc4)cc3)C[C@@H]21 | -8.8
O=C(CCc1ccccc1)Nc1sc2c(c1C(=O)O)CCCC2 | 6.4
COc1ccc(NC(=O)c2cc(S(=O)(=O)N3CCOCC3)ccc2C)cc1S(=O)(=O)N1CCOCC1 | 4.2
Cc1ccc(-n2cnc3c(=O)[nH]cnc32)cc1 | -0.1
O=C1C(=Cc2ccccc2[N+](=O)[O-])Cc2ccccc21 | 6.0
Cc1cccc(C(=O)NNC(=S)NC(=O)c2ccccc2)c1 | -4.1
CCCC1NC(=O)c2cccnc2-n2c1nc1ccc(Br)cc1c2=O (centres undefined) | 1.7
Cc1noc(C)c1NC(=O)N(C)C[C@@H]1Oc2cc(Br)ccc2S(=O)(=O)N([C@@H](C)CO)C[C@H]1C | -10.6
COC(=O)c1ccccc1NC(=O)Cn1cnc2c1c(=O)n(C)c(=O)n2C | -4.0
CC1Cc2ccccc2N1C(=O)CSCC(=O)O (centres undefined) | -3.9
CN1CCN(N)CC1 | 10.7
CCC1(c2ccccc2)SC(=O)NC1=O (centres undefined) | -6.1
O=C(NCC(c1ccco1)N1CCCCC1)c1ccc(S(=O)(=O)Nc2ccccc2Cl)cc1 (centres undefined) | 13.8
Cc1ccccc1-c1nc(S(=O)(=O)c2ccccc2)c(NCCN2CCOCC2)o1 | 9.2
Cc1cc(NC(=O)/C(C#N)=C\c2ccc(-c3ccc(SC(F)F)cc3)o2)n(-c2ccccc2)n1 | -6.8
COc1ccc(/C=C2\SC(=S)N(CCCC(=O)NC3CCCC3)C2=O)cc1OC | -1.7
CN=C1S/C(=C\c2ccc(O)c(OC)c2)C(=O)N1C | 5.1
O=C(CSc1nnc2ccccn12)NNC(=O)c1cccc(Cl)c1 | -12.5
Cc1ccccc1NC(=O)CSc1nccn1Cc1ccco1 | 2.0
Nc1cccc2[nH]c(=O)c3ccccc3c12 | -4.7
CN(C)C(CNC(=O)c1cc(-c2ccco2)nc2ccccc12)c1ccccc1 (centres undefined) | -15.6
COc1ccc(NC(=O)c2c(C)noc2C)cc1S(=O)(=O)N1CCCCC1 | 15.5
CCN(CC)CCOC(=O)c1ccc(NC(=O)CSc2nnc(-c3cccs3)n2CC)cc1 | -4.7
CC1N=C(SCC(=O)c2ccc(F)cc2)N2C(C)N=C(SCC(=O)c3ccc(F)cc3)N12 (centres undefined) | -6.2
COc1ccc(C=NCCc2ccc(OC)c(OC)c2)cc1OC | 0.0
OCCCCNCc1ccc(OCc2ccccc2Cl)cc1 | 1.6
Cc1ccc(NC(=O)CN(C)C(=O)Cc2coc3cc(C)c(C)cc23)cc1 | -8.8
O=C(COC(=O)/C=C/c1ccc(Cl)cc1)Nc1cccc(S(=O)(=O)NC2=NCCCCC2)c1 | -2.6
Cc1ccc(S(=O)(=O)N2CCN(C3CC(=O)N(c4ccc(F)cc4)C3=O)CC2)cc1C (centres undefined) | 0.1
O=[N+]([O-])c1ccccc1C(O)Cc1ccccn1 (centres undefined) | 15.6
Cc1cc2c(SCC(=O)Nc3ccccc3O)ncnc2s1 | -1.9
Cc1ccc(C(C(=O)NCc2ccco2)N(C(=O)CNC(=O)c2cccs2)c2ccc(C)cc2)cc1 (centres undefined) | -11.2
Cc1ccccc1OCC1Cn2c(nc3c2c(=O)[nH]c(=O)n3C)O1 (centres undefined) | 2.4
O=[N+]([O-])c1ccc(-c2csc(COc3ccccc3)n2)cc1 | 2.5
O=C(COC(=O)c1cnccn1)Nc1cc(S(=O)(=O)N2CCOCC2)ccc1Cl | -1.0
COc1cccc(C(=O)OCC(=O)N2CCc3ccccc3C2)c1 | -5.6
Cc1cccc(Oc2ncccc2[N+](=O)[O-])c1C | -18.8
Cc1ccc(S(=O)(=O)N(C)C[C@H]2OCc3cnnn3CCCC(=O)N([C@H](C)CO)C[C@H]2C)cc1 | -6.9
CC(=O)NN(O)C1N(C)C(=O)N(Cc2ccccc2)C1(C)C (centres undefined) | 11.2
Cc1ccccc1-c1nc(CN2CCC(C(=O)NC3CCN(Cc4ccccc4)CC3)CC2)c(C)o1 | 1.2
CCc1sc(C(=O)Nc2ccc3nc(C)sc3c2)cc1C | -26.2
COc1cc(OC)c(C(=O)C=Cc2ccc(OC)c(OC)c2)c(OC)c1 | -33.1
C/C(=C\C(=O)c1ccc(Br)cc1)Nc1cccc(Cl)c1 | -2.3
CC(=O)Nc1cccc(OCCOc2cccc([N+](=O)[O-])c2)c1 | 1.6
CC1CCCCC12NC(=O)N(CC(=O)N1CCN(c3ccccc3)CC1)C2=O (centres undefined) | 1.2
COc1ccccc1OCC(=O)N1CCCCCC1 | 4.1
O=C1COc2cc(O)ccc21 | -16.3
CCCCCCN1C[C@@H](O)[C@H](n2cc(-c3ccc(F)cc3)nn2)C[C@@H]1c1ccc(C)cc1 | -13.9
Cc1ccc2cc(CN(CCCN3CCOCC3)C(c3nnnn3Cc3ccco3)C(C)C)c(=O)[nH]c2c1C (centres undefined) | -0.3
O=C(/C=C/c1ccc(Cl)cc1)Nc1cc(S(=O)(=O)N2CCOCC2)ccc1N1CCOCC1 | -25.0
COc1cccc(S(=O)(=O)N(C)C[C@H]2Oc3cc(Br)ccc3S(=O)(=O)N([C@@H](C)CO)C[C@H]2C)c1 | 1.6
COC(=O)C1(C)CCC(C(=O)Nc2ccccc2)C1(C)C (centres undefined) | -6.5
COc1ccc(C(=O)Nc2cccc(C)n2)cc1S(=O)(=O)N1CCCc2ccccc21 | -3.6
COc1ccc(OCC(=O)OCC(=O)NC2CCCC2)cc1 | -11.2
c1ccc(OCCN2CCNCC2)cc1 | -0.3

Reprinted from the listing for reference:
compound | RXFP1 antag
COC(=O)C1(C)CCC(C(=O)Nc2ccccc2)C1(C)C (centres undefined) | -6.5
COc1ccc(C(=O)Nc2cccc(C)n2)cc1S(=O)(=O)N1CCCc2ccccc21 | -3.6
COc1ccc(OCC(=O)OCC(=O)NC2CCCC2)cc1 | -11.2
c1ccc(OCCN2CCNCC2)cc1 | -0.3

Next part:
compound | RXFP1 antag
NC(=O)c1ccc(NC(=O)COC(=O)CC23CC4CC(CC(Br)(C4)C2)C3)cc1 | -15.3
CCOC(=O)/C=C1/SCC(=O)N1CCOc1cccc(Br)c1 | -30.7
Cn1nnnc1SCCNC(=O)C1CCC(=O)N(Cc2cccc(C(F)(F)F)c2)C1 (centres undefined) | -4.5
CC(NC(=O)OCc1ccccc1)c1ccccc1 (centres undefined) | -4.2
CC1=NN(C(N)=S)C(=O)C1N=Nc1ccccc1[N+](=O)[O-] (centres undefined) | 4.1
Clc1ccc(-n2cnc3c(Cl)ncnc32)cc1Cl | -2.5
O=C(COc1ccc(F)cc1)Nc1nc(-c2cccnc2)cs1 | -1.2
c1ccc2c(c1)CNc1ccccc1-2 | -10.1
COc1cccc(S(=O)(=O)N(C)C[C@@H]2OCc3cnnn3CCCC(=O)N([C@@H](C)CO)C[C@H]2C)c1 | -22.4

Screening results (PubChem)
